JMJD2A Tudor inh: qHTS Assay for Inhibitors of JMJD2A-Tudor Domain; Lysine-specific demethylase 4A (Homo sapiens), O75164; AlphaScreen JMJD2A-Tudor / H3K4me3 peptide binding; Potency, µM (series often up to 114 µM), for inactives: at the highest dose activity change, negative = inhibition, most hits filed as inhibitors; 390,000 compounds, 4.4% hits; AID 504339, 2011; also: potency is read from the fitted curve at half-maximal effect; % is scaled to controls: 0 for no effect and ±100 for the full control effect; nearly all actives have a fitted effect of over 50% in size
PI4K2A inh: qHTS for small molecular inhibitors of PI4K2A. purified PI4K2A, ADP-Glo luminescence, 1 h; stronger effect = lower value. activity change, negative = inhibition, % at 76.9 µM. 420,000 compounds, 0.13% hits. AID 1346378, 2018. Phosphatidylinositol 4-kinase type 2-alpha (Homo sapiens), Q9BTU6; in the data active = activity change below about -50%; inconclusive = mostly about -30% to -49%;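 also: -100% = wells without enzyme as full effect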
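In this quantitative HTS, ADP production by PI4K2A was quantified luminescently after 1 h at ambient temperature; 100 microM adenosine served as plate-quality control.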
HP1b chromo inh: HTS for Inhibitors of HP1-beta Chromodomain Interactions with Methylated Histone Tails; Chromobox protein homolog 1 (Homo sapiens), P83916; AlphaScreen HP1-beta / biotin-H3K9me3 peptide binding; Potency, µM (series often up to 114 µM), for the others: at the highest dose activity change, negative = inhibition, usual class: inhibitors; 390,000 compounds, 0.56% hits; AID 540317, 2011; also: potency is read from the fitted curve at half-maximal effect; nearly all actives have a fitted effect of over 70% in size; inactives centre near 23
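HP1-beta protein (50 nM final) preincubated 30 min at room temperature with biotinylated H3(1-18)K9me3 peptide (50 nM) in PBS pH 7.4, 0.01% Tween-20, then compound added for 30 min. AlphaScreen streptavidin donor/nickel chelate acceptor beads (10 ug/mL final), 30 min dark, luminescence read.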
BAZ2B block: qHTS Assay for Inhibitors of BAZ2B. Bromodomain adjacent to zinc finger domain protein 2B (Homo sapiens), Q9UIF8. AlphaScreen BAZ2B-H3K14Ac peptide displacement. Potency, µM (titrated, usually from 114 µM), inactives show at the top dose activity change, negative = inhibition, most hits filed as inhibitors. 360,000 compounds, 4.4% hits. AID 504333, 2011; also: potency is read from the fitted curve at half-maximal effect; % is scaled to controls: 0 for no effect and ±100 for the full control effect; nearly all actives have a fitted effect of over 60% in size
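AlphaScreen displacement of biotin-H3(5-23)K14Ac peptide (50 nM final) from BAZ2B (50 nM final) in PBS pH 7.4, 0.01% Tween-20; complex preformed 30 min RT, then compounds (top 110 uM) 30 min RT, beads 20 min dark.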
ERG-DNA inh: qHTS for Small Molecule Inhibitors of the ERG Ets/DNA interaction. fluorescence polarization, His-ERG Ets domain / labelled DNA. Potency, µM (doses to about 76.9 µM), without a hit: at the top dose FP activity, negative = inhibition, usual class: inhibitors. 370,000 compounds, 0.028% hits; active = well fitted inhibition curve with a large enough effect in the polarisation, with a control signal flat; inconclusive = small, poorly fitted or top-dose-only effect, or effect the other way, or a change in a side signal; inactive = no such curve, though single readings can be large or run the other way; the % refers to the polarisation;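 also: polarization taken with two DNA probes labelled with fluorescein and Texas red; potency is read from the fitted curve at half-maximal effect; % of control where 0% means no effect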
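His-tagged ERG Ets domain (1 uM in the protein solution; 300mM KCl, 50mM Tris-HCl, 1mM EDTA, 1mM DTT, pH 7.5) received compound, then a probe mix of 5 nM fluorescein-DNA and 100nM Texas-615-DNA. Fluorescence polarization was read for both dyes.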
PGK inhibitor: qHTS Assay to Find Inhibitors of Phosphoglycerate Kinase | 380,000 compounds, 0.043% hits | Potency, µM (highest dose often 57.5 µM), without a hit: at the highest dose activity change, negative = inhibition, actives largely listed as inhibitors | Phosphoglycerate kinase, glycosomal (Trypanosoma brucei brucei), P07378 | AID 602233, 2012 | PGK/GAPDH coupled, Kinase-Glo luminescence, 60 min; also: potency is read from the fitted curve at half-maximal effect; % is scaled to controls: 0 for no effect and ±100 for the full control effect; nearly all actives have a fitted effect of over 60% in size
Target sequence (P07378 whole entry, looked up): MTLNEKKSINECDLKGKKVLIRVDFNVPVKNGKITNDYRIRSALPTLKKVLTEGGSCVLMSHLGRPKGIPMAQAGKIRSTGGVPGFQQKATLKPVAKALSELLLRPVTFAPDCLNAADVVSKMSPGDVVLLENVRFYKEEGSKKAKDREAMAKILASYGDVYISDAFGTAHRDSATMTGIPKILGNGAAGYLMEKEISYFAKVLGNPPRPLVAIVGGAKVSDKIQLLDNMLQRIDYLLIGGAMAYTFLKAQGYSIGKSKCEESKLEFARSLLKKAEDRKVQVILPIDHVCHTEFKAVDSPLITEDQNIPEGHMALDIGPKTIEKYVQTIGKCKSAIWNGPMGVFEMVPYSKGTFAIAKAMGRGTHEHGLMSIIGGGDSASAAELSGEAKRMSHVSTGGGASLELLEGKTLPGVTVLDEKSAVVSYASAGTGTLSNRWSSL
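Luminescent ATP detection (Kinase-Glo Plus) follows a 60-minute room-temperature incubation, with wells lacking PGK as controls. Buffer: 100 mM TEA (pH 7.6), 5 mM MgCl2, 0.01% Tween-20. Coupling enzyme GAPDH (100 nM final) supplies unstable 1,3-BPG in-well.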
GLS inh: qHTS for Inhibitors of Glutaminase (GLS); AID 624170, 2012; Glutaminase kidney isoform, mitochondrial (Homo sapiens), O94925; Potency, µM (series often up to 45.5 µM), inactives show at the top dose activity change, negative = inhibition, hits mostly inhibitors; 410,000 compounds, 0.21% hits; GLS enzymatic activity, qHTS titration; also: potency is read from the fitted curve at half-maximal effect; % is scaled to controls: 0 for no effect and ±100 for the full control effect
Target sequence (O94925 whole entry, looked up, canonical isoform): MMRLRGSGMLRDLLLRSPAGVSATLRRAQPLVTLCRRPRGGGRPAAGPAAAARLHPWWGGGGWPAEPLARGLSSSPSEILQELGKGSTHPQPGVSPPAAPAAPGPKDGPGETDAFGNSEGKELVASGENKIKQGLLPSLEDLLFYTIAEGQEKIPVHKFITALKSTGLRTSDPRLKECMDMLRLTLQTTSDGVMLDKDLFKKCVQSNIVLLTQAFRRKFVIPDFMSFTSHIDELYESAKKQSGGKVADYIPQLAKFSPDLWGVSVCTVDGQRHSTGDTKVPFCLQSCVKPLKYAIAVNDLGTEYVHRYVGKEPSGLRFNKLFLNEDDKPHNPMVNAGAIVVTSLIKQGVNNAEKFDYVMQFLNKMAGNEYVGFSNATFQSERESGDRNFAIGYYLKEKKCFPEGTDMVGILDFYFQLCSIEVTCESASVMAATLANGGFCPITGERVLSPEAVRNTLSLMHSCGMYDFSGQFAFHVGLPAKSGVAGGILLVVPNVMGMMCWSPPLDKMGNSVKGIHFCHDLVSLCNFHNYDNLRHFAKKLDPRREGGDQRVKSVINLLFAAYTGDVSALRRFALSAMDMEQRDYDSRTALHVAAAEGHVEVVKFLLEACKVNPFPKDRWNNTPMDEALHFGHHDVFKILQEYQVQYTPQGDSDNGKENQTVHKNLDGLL
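Coupled fluorescence readout: glutamate oxidase/HRP/Amplex Red detect glutamate formed by hKGA from L-glutamine (1 mM solution added). Buffer 45 mM KH2PO4 pH 8.2, 0.02% Tween-20; reads at t0 and 30 min RT.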
Pin1 inhibitor: qHTS Assay to Find Inhibitors of Pin1; Peptidyl-prolyl cis-trans isomerase NIMA-interacting 1 (Homo sapiens), Q13526; Pin1 FP peptide displacement, HiFluor488, 10 min; Potency, µM (doses to about 115 µM), for the others: top-dose activity, negative = inhibition, most hits filed as inhibitors; 390,000 compounds, 0.009% hits; active = well fitted inhibition curve with a large enough effect in the polarisation, with a control signal flat, not every such curve was filed as active; inconclusive = small, poorly fitted or top-dose-only effect, or effect the other way, or a change in a side signal; inactive = no such curve, though single readings can be large or run the other way; the % refers to the polarisation; also: potency is read from the fitted curve at half-maximal effect; % is scaled to controls: 0 for no effect and ±100 for the full control effect
G9a block: qHTS Assay for Inhibitors of Histone Lysine Methyltransferase G9a | G9a H3K9 monomethylation, AlphaScreen, 2 h | Potency, µM (highest dose often 102 µM), inactives show at the top dose activity, negative = inhibition, usual class: inhibitors | 350,000 compounds, 8.8% hits | Histone-lysine N-methyltransferase EHMT2 (Homo sapiens), Q96KQ7 | AID 504332, 2011; also: potency is read from the fitted curve at half-maximal effect; % is scaled to controls: 0 for no effect and ±100 for the full control effect; nearly all actives have a fitted effect of over 75% in size
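Chemiluminescent proximity detection of H3K9 monomethylation, read after 10 min bead incubation in the dark. Reaction: 20 nM G9a, 500 nM biotin-H3K9 peptide, 20 uM SAM cofactor, 2 h, room temperature, following 15 min enzyme-compound preincubation.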
Starred values were filed as active, the others as inactive; i = inactive; ? = inconclusive; . = not tested or not shown; & = joins results of further samples; [ ] = dose if it differs, or a comment. Unless noted, calls follow the shape of the dose curve; as a rule, active = well fitted curve in the direction sought with a large enough effect; inconclusive = small, poorly fitted or top-dose-only effect, or another doubt; inactive = no such curve, though single readings can be large; an effect the other way counts as inactive or inconclusive.

SMILES	JMJD2A Tudor inh	PI4K2A inh	HP1b chromo inh	BAZ2B block	ERG-DNA inh	PGK inhibitor	GLS inh	Pin1 inhibitor	G9a block
Cc1onc(-c2ccccc2Cl)c1C(=O)Nc1ccc(OCC(=O)N2CCOCC2)cc1	-13%	-3	23%	0%	-7%	-6%	-2%	-7%	4%[59 µM]
CCOCCCNC(=O)c1c[nH]c2ccc(S(=O)(=O)Nc3cccc(OC)c3)cc2c1=O	-10%	-3	12%	9%	2%	-8%	8%	6%	-35%[12.7 µM]
NC(=O)c1ccc(NC(=O)CCCN2C(=O)NC3(CCCC3)C2=O)cc1	-21%	3	15%	-1%	-11%	5%	3%	-5%	?
C=CCNc1ncnc2c1cnn2-c1ccc(C)cc1C	-26%	-8	30%	9%	-4%	-7%	1%	3%	-31%
CC(N=Cc1c(O)c2ccccc2oc1=O)C(=O)O (stereo unspecified)	-15%	-1	41%[activator]	-27%	18%	i	-4%	2%	34%
CC(C)c1ccc(NCCC(=O)c2ccc(Br)cc2)cc1	-13%	2	32%	11%	-3%	i	2%	-4%	22%[59 µM]
O=c1c2c(nc3c(-c4cccc5ccccc45)c[nH]n13)CCC2	-19%	-4	29%	-4%	5%	-9%	16%	-3%	-5%[12.7 µM]
Cc1ccc(/C=C2\C(=O)NC(=O)N2C)o1	-15%	-6	26%	-33%	-5%	0%	21%	-1%	35µM*
Cn1ccc2c(OCC(=O)Nc3ccc(OC(F)(F)F)cc3)cccc2c1=O	-5%	-5	21%	-9%	-2%	-2%	-9%	?	0%[59 µM]
COc1ccc(-c2nc3c(c(=O)[nH]c(=O)n3Cc3ccccc3)n2CCO)cc1	-16%	3	12%	-20%	-5%	-2%	6%	1%	-31%
COc1ccccc1-c1cc(C(=O)O)c2c(=O)n(C)c(=O)n(Cc3ccccc3)c2n1	9%	0	23%	5%	-4%	-11%	-20%	2%	13%
CN(C(=O)CSc1nc(N)c2c3c(sc2n1)CSC(C)(C)C3)c1ccccc1	-10%[57.1 µM]	-2	23%	-35%	-4%	29%	10%	15%	13%[59 µM]
CC(=O)N1CCOc2cc(S(=O)(=O)NC(C)c3ccccc3)c(Cl)cc21 (stereo unspecified)	-8%&6%	-2&0	35%&48%	1%&-3%	5%&5%	-7%&-8%	-1%&0%	2%&2%	3%[59 µM]
CCOC(=O)C1CC(=O)c2ccccc2C1c1ccccc1 (stereo unspecified)	9%	4	13%	.	7%	-11%	-20%	-6%	.
Cc1ccccc1/C=C/c1nc2ccccc2c(=O)n1CCc1ccccc1	29%	3	69%[activator]	3%	-17%	-6%	17%	2%	23%[59 µM]
O=C(Oc1ccc(Oc2ccccc2)cc1)N1CCC(O)CC1	-11%	14	41%	-2%	5%	i	-7%	2%	7%[12.7 µM]
O=C(c1ccc(Cn2cnnn2)cc1)N1CCCC(Nc2ccc(F)c(F)c2)C1 (stereo unspecified)	-11%	-1	26%	-2%	2%	1%	17%	-1%	-2%
CCCc1c(O)c2ccccc2[nH]c1=O	7%	-3	41%[activator]	-26%	3%	1%	0%	-8%	-1%
CCSC1=C(C#N)C2(CCCC2)C(C#N)=C(N)N1	?	1	-14%	-3%	6%	2%	?	2%	20µM*
CCC(=O)N1CCc2cc(S(=O)(=O)CCC(=O)NCCc3ccc(S(N)(=O)=O)cc3)ccc21	-32%	1	25%	-23%	1%	-11%	-15%	-3%	7%
O=C(Cc1ccccc1[N+](=O)[O-])OCC(=O)N1CCN(c2ccccc2)CC1	-11%	-3	15%	-3%	-5%	i	0%	2%	3%[0.501 µM]
COc1ccc(-n2nc(C(=O)NCC(=O)NCC3CCCO3)c3ccccc3c2=O)cc1 (stereo unspecified)	-17%	0	11%	-5%	-9%	-3%	-5%	?	-5%[12.7 µM]
CCNC(=S)N/N=C(\C)c1ccco1	-17%	1	4%	-13%	3%	1%	-6%	5%	35µM*
Cc1[nH][nH]c(=O)c1C(c1ccc(-c2ccc(Cl)cc2)o1)c1c(C)[nH][nH]c1=O	?	-14	-19%	?	.	0%	-12%	-1%	?
COc1ccc(-c2nc3c(c(SCc4ccc(Br)cc4)n2)Cc2c(CO)cnc(C)c2O3)cc1	-12%	-1	8%	-38%	2%	-12%	1%	-2%	-9%[59 µM]
Nc1ccc(S(=O)(=O)Nc2nccc(/C=C/c3ccccc3F)n2)cc1	-2%	1	29%	-6%	5%	-2%	0%	3%	5%
Cc1ccc(S(=O)(=O)N2CCN(C(=O)c3cc(C4CC4)nc4c3cnn4C(C)C)CC2)cc1	-24%	2	6%	-2%	-9%	-7%	2%	1%	?
CC(OC(=O)C1CCCCC1)C(=O)Nc1cccc([N+](=O)[O-])c1 (stereo unspecified)	-23%	1	40%[activator]	4%	3%	-8%	-3%	1%	-8%[12.7 µM]
CCC(=O)Nc1ccc2c(c1)nc(CCN1CCN(c3ccccc3)CC1)n2C	-9%	2	35%[activator]	3%	-10%	-8%	10%	6%	.
CCN(C(=O)COC(=O)c1cc(-c2ccc(C)o2)nc2ccccc12)C1CCS(=O)(=O)C1 (stereo unspecified)	89µM*	4	5%	-2%	5%	1%	-23%	32%[activator]	2µM*
c1ccc2c(c1)OCC(CNc1ncnc3nc[nH]c13)O2 (stereo unspecified)	-14%	-1	43%[activator]	8%	-7%	6%	-7%	-7%	6%
CCCCCNC(=O)C1CCC(Cn2c(=O)c3sccc3n(CC(=O)N3CCCC3)c2=O)CC1 (stereo unspecified)	2%	-4	39%[activator]	-1%	1%	-3%	-6%	2%	11%[59 µM]
CC(Oc1ccc(Cl)cc1)C(=O)Nc1cccc(S(=O)(=O)N2CCOCC2)c1 (stereo unspecified)	-9%	4	30%	9%	10%	-3%	1%	-6%	10%[59 µM]
COc1ccc(NC(=S)Nc2cccc(Cl)c2Cl)cc1OC	-12%	-2	16%	-10%	-3%	2%	1%	-3%	?
Cc1ccccc1-c1nc(CS(=O)(=O)CC(=O)NCCCN2CCCC2=O)c(C)o1	-15%	-2	45%[activator]	8%	1%	-5%	0%	1%	?
Cc1ccc(COc2cccc(/C=N/NC(=O)c3nnn(-c4nonc4N)c3C)c2)cc1	-10%	-9	22%	2%	-5%	-4%	4%	5%	.
O=C(O)c1ccc(C(=O)c2ccc3c(c2)C(=O)N(CCO)C3=O)cc1	-12%	0	55%[activator]	9%	7%	-4%	2%	-5%	-12%[59 µM]
CC(=O)NCCNC(=O)CCCc1nnc2n(CCC(C)C)c(=O)c3sccc3n12	-8%	-4	32%	-11%	5%	-2%	-5%	-1%	-25%[59 µM]
CCc1nc(-c2ccc(-c3ccc(OC)cc3)nc2OC)no1	53%[activator]	3	137%[activator]	50%[activator]	5%	-5%	-6%	12%	38%[59 µM]
Cc1ccc(C)c(Cn2c(O)c(N=NC(=S)Nc3ccccc3F)c3ccccc32)c1	?	2	?	1%	7%	-9%	-12%	-11%	?
CCOC(=O)N1CCC(Nc2c(OCC)c(=O)c2=O)CC1	-19%	-4	24%	1%	0%	i	6%	-1%	-37%
CCCOc1cccc(C(=O)NCCNC(=O)c2ccco2)c1	-2%	-13	26%	3%	-3%	2%	2%	1%	10%
Cn1cccc1C(=O)C(=O)Nc1cc(Cl)cc(Cl)c1	16µM*	-4	-3%	4%	-2%	-10%	?	9%	15%
O=C(CSc1nnc(CNC(=O)c2ccc(F)cc2)o1)Nc1nccs1	-35%	-7	35%	79µM*	4%	2%	7%	4%	.
COc1cccc(-n2cc(C(=O)NCc3cccc(Cl)c3)c3ccccc3c2=O)c1	-22%	-3	?	-37%	8%	9%	6%	30%[activator]	?
CC1CCCN(C(=O)c2ccc(-c3ccccc3Cl)o2)C1 (stereo unspecified)	46%[activator]	-1	-5%	?	-5%	-4%	1%	-5%	45µM*
C/C(Cl)=C/CN1C(=O)C2C3C=CC(C3)C2C1=O (stereo unspecified)	-12%	-1	20%	11%	-1%	6%	-2%	-4%	6%[59 µM]
O=C(NCc1ccccn1)C(=O)NN=C1CCCCCCC1	1%	3	43%	4%	1%	5%	15%	-3%	12%
C=CCNc1c2c(nc3nnnn13)CCCC2	5%	3	42%[activator]	0%	-3%	-3%	-2%	-8%	1%
O=C(Nc1cccc(S(=O)(=O)N2CCCC2)c1)c1cccc(S(=O)(=O)N2CCOCC2)c1	-2%	4	32%	5%	3%	-10%	-3%	1%	22%[12.7 µM]
Cc1ccc(S(=O)(=O)NCc2ccccc2)cc1C(=O)NCc1ccccn1	-7%	-4	26%	-8%	-2%	-6%	-4%	-12%	15%

Screens: PubChem BioAssay, National Center for Advancing Translational Sciences (NCATS)
